Screening data as filed in PubChem BioAssay.
PREPL inhibitor: inhibits the human prolyl oligopeptidase-like enzyme. 0.68% of 320,000 active. inhibition, % at 5.96 µM. Q4J6C6. recombinant PREPL, fluorescence polarization activity-based probe; in the data active = inhibition above about 43%;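 also: 0% = enzyme with DMSO and 100% = wells lacking enzyme; many of its hits are not listed in these tables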
EBNA-1 inh: blocks EBNA-1 binding to DNA. EBNA-1 DNA binding, fluorescence polarization. inhibition, % at 14.8 µM. 0.34% of 300,000 active; in the data active = inhibition above about 28%
PAFAH2 FP inh: PAFAH2 (human) inhibition. recombinant PAFAH2, FP-rhodamine activity probe, fluorescence polarization. inhibition, % at 3.39 µM. 0.99% of 340,000 active. AID 492956;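 active = inhibition above the mean over all tested compounds plus 3 SD, cut at about 30% in these data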;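 also: inhibitors block probe labeling of enzyme so polarization drops; 0% = enzyme with DMSO and 100% = wells lacking PAFAH2 protein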
PAD4 inh: inhibitors of human PAD4; 0.41% of 330,000 active; inhibition, % at 6.36 µM; recombinant PAD4, RCA probe fluorescence polarization; AID 485272; Q9UM07;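 active = percent inhibition above a cutoff equal to the mean of all tested compounds plus 3 SD, cut at about 15% in these data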;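 also: 0% = PAD4 with RCA probe and DMSO and 100% = probe without PAD4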
Target sequence (Q9UM07 whole entry, looked up): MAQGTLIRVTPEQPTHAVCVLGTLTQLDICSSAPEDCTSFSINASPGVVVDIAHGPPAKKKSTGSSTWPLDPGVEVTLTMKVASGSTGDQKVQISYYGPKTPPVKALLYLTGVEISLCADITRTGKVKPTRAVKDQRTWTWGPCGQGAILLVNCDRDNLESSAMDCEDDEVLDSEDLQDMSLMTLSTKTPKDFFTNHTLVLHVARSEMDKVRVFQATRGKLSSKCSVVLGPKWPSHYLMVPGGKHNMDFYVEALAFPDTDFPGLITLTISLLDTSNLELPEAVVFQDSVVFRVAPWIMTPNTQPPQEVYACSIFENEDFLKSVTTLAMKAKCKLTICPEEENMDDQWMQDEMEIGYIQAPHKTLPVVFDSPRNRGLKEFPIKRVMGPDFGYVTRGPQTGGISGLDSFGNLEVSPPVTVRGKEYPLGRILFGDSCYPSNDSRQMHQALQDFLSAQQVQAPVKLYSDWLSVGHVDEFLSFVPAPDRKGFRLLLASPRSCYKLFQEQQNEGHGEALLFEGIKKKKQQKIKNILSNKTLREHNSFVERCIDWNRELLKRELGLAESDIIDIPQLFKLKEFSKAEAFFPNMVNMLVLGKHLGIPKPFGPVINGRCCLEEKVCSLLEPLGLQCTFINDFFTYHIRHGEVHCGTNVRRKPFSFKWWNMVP
ZTA counter: counter-screen for EBNA-1 inhibitors: inhibitors of Epstein-Barr virus ZTA; P03206; 0.15% of 320,000 active; ZTA-DNA binding, fluorescence polarization; AID 2234; inhibition, % at 11 µM; in the data active = inhibition above about 33%
GSTO1 inh: GSTO1 inhibition, counter-screen for RBBP9 inhibitors; recombinant GSTO1, activity-based probe fluorescence polarization; inhibition, % at 5.96 µM; 1.1% of 300,000 active; AID 1974;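 active = inhibition above the campaign mean inhibition plus 3 SD, cut at about 35% in these data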;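 also: 0% = GSTO1-1 with DMSO and 100% = wells lacking GSTO1-1 enzyme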
LYPLA2 counter: LYPLA2 (human) inhibition in PME1 counter-screen; inhibition, % at 5.9 µM; AID 2177; O95372; 0.38% of 320,000 active; recombinant LYPLA2, FP-Rh probe fluorescence polarization;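 active = inhibition above the screen-wide mean plus 3 SD, limit set per campaign, cut at about 26% in these data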;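 also: 0% = LYPLA2 with DMSO and 100% = wells lacking LYPLA2 enzyme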
PAFAH1B3 FP inh: PAFAH1B3 (human) inhibition. Q15102. recombinant PAFAH1B3, FP-rhodamine probe, fluorescence polarization. inhibition, % at 3.39 µM. 0.28% of 340,000 active. AID 492972;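 active = inhibition above the screen-wide average of all tested compounds plus 3 SD, cut at about 25% in these data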;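 also: 0% = enzyme with DMSO only and 100% = wells lacking PAFAH1B3 protein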
LYPLA1 counter: counter-screen for PME1 inhibitors: inhibitors of human LYPLA1. recombinant LYPLA1, FP-Rh probe fluorescence polarization. inhibition, % at 5.9 µM. 0.16% of 320,000 active. AID 2174;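 active = inhibition above the mean of all tested compounds plus 3 SD, set per campaign, cut at about 14% in these data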;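 also: inhibitors block serine hydrolase probe labeling of LYPLA1 so polarization falls; 0% = enzyme with DMSO and 100% = wells lacking LYPLA1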
Target sequence (O75608 whole entry, looked up): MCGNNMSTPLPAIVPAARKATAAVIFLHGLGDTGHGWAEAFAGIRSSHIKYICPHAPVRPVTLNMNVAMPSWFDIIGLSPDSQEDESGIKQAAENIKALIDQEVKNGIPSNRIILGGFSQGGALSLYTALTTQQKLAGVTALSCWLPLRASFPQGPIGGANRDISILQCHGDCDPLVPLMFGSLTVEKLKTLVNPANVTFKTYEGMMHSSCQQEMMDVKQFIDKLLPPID
* hit, by the source's call; x = not tested or not shown.

SMILES	PREPL inhibitor	EBNA-1 inh	PAFAH2 FP inh	PAD4 inh	ZTA counter	GSTO1 inh	LYPLA2 counter	PAFAH1B3 FP inh	LYPLA1 counter
Cc1cc(NCCCn2ccnc2)n2nc(C)c(-c3ccccc3)c2n1	7	-11	-1	1	7	6	-5	7	-1
Nc1ccccc1Sc1ccccc1[N+](=O)[O-]	-6	4	5	-4	-17	2	4	3	-1
COc1cc(NC(=O)c2cc3nc(C4CC4)cc(C(F)(F)F)n3n2)c(OC)cc1Cl	12	-5	2	0	-10	-6	0	5	-1
Cc1cccc2cc(C#N)c(N3CCN(C)CC3)nc12	-5	-3	3	0	-18	2	5	4	-1
COc1cccc(Cn2nnc(C(=O)Nc3cc(C)ccc3OC)c2N)c1	1	-15	1	-1	-12	3	-9	3	-4
CCN1CCSc2ccc(C(=O)NCc3ccc(OC(C)C)cc3)cc21	11	-6	-4	-2	1	-1	-4	-2	-6
CCC1=C(OC(=O)N(CC)CC)N2C(=O)OC(=NCc3ccccc3)[C@]2(C)[C@H]2C1=CC[C@H]1C(=O)NC(=O)[C@H]12	-1	-4	4	-3	7	6	-8	4	-2
CCCC(=O)OCC(=O)Nc1ccc2c(c1)OCO2	3	3	12	5	11	5	4	-1	1
Cc1ccc(-c2nnn(CC(=O)N(CC3CCCO3)C(C(=O)NC(C)(C)C)c3ccc(F)cc3)n2)o1 (stereo unspecified)	-10	5	3	2	2	1	-1	-1	1
CCn1c(COc2ccc(=O)n(-c3ccccc3)n2)nnc1SCc1ccc(C)cc1	11	7	2	4	0	5	4	9	0
Cn1ccnc1SCC(=O)c1ccc(F)cc1	6	-10	x	0	11	1	0	x	0
Cc1ccc(OC(=O)COc2ccccc2C)cc1	2	4	-2	1	-12	-9	6	7	1
CC1CCN(CCCn2c(SCC(=O)Nc3ccccc3Cl)nc3ccccc3c2=O)CC1	-6	-5	-12	-3	1	5	4	7	-1
Cc1ccc(S(=O)(=O)/N=C/c2c(O)ccc3ccccc23)cc1	-1	1	-2	-3	23	9	0	5	1
COc1ccc(NC(=O)COC(=O)CCc2ccc(S(=O)(=O)N3CCOCC3)cc2)cc1OC	8	x	5	0	x	x	x	13	x
CCOc1cc(/C=N/NC(=O)COc2cccc(C)c2)ccc1OC(=O)c1cccs1	38	3	-21	0	3	3	-53	-15	-29
COc1ccc2nc(SCC(=O)Nc3nonc3C)[nH]c2c1	-1	-10	1	2	-5	5	2	-1	2
COc1cccc(OCC(=O)Nc2ccccc2C(=O)Nc2ccc(C(=O)O)cc2)c1	12	-3	3	-1	1	-6	-7	5	-2
Cc1cc(OCC(=O)O/N=C(\N)Cc2cccs2)ccc1Br	9	3	-2	0	-1	-3	0	2	-2
CC1CCC(NC(=O)COC(=O)c2cccnc2Cl)CC1 (stereo unspecified)	2	x	70*	-1	10	x	-2	17	1
COC(=O)c1cc(OC)c(OC)cc1NC(=O)CN1CCCCC1	4	-1	-10	1	5	5	-1	1	2
COc1ccc2sc(-c3ccc(S(C)(=O)=O)cc3)c(C(=O)NCCCN3CCCC3=O)c2c1	15	x	-5	-4	x	x	x	4	x
Cc1cc(C(=O)COC(=O)c2ccc(NC(=O)CC#N)cc2)c(C)n1CCc1ccc(F)cc1	-36	x	-8	-7	1	x	-44	-9	-36
Clc1cccc(-c2cc3nc4c(c(NCc5ccco5)n3n2)CCCC4)c1	34	6	-6	0	5	8	-1	6	-1
Cc1ccc(NC(=S)NCCC2=CCCCC2)cc1	-4	-5	6	2	-12	5	5	2	-2

(further entries)
SMILES	PREPL inhibitor	EBNA-1 inh	PAFAH2 FP inh	PAD4 inh	ZTA counter	GSTO1 inh	LYPLA2 counter	PAFAH1B3 FP inh	LYPLA1 counter
O=C(OCCOc1ccccc1Cl)c1ccc(-n2cnnn2)cc1	6	11	20	-1	-9	2	9	-1	7
O=C(Oc1ccc(Cl)cc1)c1ccc(N2CCOCC2)c([N+](=O)[O-])c1	37	-3	7	4	-9	0	33*	9	4
CCN(CC)S(=O)(=O)c1ccc(C(=O)Oc2ccc3c(c2)OCO3)cc1	3	3	-3	2	-7	10	-1	-5	3
Fc1ccccc1Nc1n[nH]c(=S)s1	-6	-3	-4	5	11	-1	-9	3	0
COc1cc(C#Cc2c(-c3cncn3C)n(C)c3ccc(-c4ccc(OC)c(OC)c4)cc23)cc(OC)c1	35	x	0	2	38*	x	2	10	1
Cc1ccc(SCCC(=O)Nc2cccc(N(C)S(C)(=O)=O)c2)cc1	5	20	-2	-1	-10	2	-4	-3	0
O=C1CSC(c2cccc([N+](=O)[O-])c2)N1c1ccc(O)cc1 (stereo unspecified)	3	4	-4	-4	-10	8	-1	2	-2
CN1CCCC1CCNc1ccc2oc3ccccc3c(=O)c2c1 (stereo unspecified)	11	7	x	-3	4	-1	-2	x	0
CCOC(=O)c1cc(CC)sc1NC(=O)Cc1ccsc1	10	-4	-3	0	-19	2	-1	3	-1
CCOC(=O)C1CCN(C(=O)CCCN2C(=O)c3ccccc3C2=O)CC1	6	-14	-1	-4	-26	-2	12	4	3
CC(C)C(=O)Nc1ccccc1C(=O)OCC(=O)c1ccc2c(c1)OCCO2	16	-8	-1	-1	11	-4	6	-6	3
O=C(NC1CCCCC1)c1cc(C2CC2)nn1-c1ccccc1	-6	x	10	3	-17	x	0	3	-1
Cc1ccc(NC(=O)COc2ccc(C(=O)c3ccccc3)cc2)c(O)c1	6	-9	-5	-4	-4	-18	5	7	-3
COc1ccc2nc(NC(=O)CCc3ccc(OC)c(OC)c3)sc2c1	1	-1	4	-2	1	6	3	6	0
CC1Cc2ccccc2N1C(=O)CCS(=O)(=O)c1cccs1 (stereo unspecified)	14	-12	2	1	-8	4	-5	2	-3
O=C(NCCCN1CCCC1=O)c1ccc(Cl)c(Cl)c1	7	12	0	-4	12	12	-6	2	-3
CCN1C(=O)c2cccc3c(NC(=O)c4ccc(OC)c(OC)c4)ccc1c23	8	-6	14	-2	-3	0	0	1	-1
O=C(Nc1nc2ccccc2[nH]1)C1CC(=O)N(c2ccc3c(c2)OCCO3)C1 (stereo unspecified)	2	-3	4	-2	-15	-2	4	11	-2
COc1ccc(C(=O)Nc2ccc3oc(-c4cccnc4)nc3c2)cc1OC	4	4	3	4	-10	7	11	6	0
CCOC(=O)c1ccccc1NC(=O)CN(c1ccccc1)S(=O)(=O)N(C)C	-3	-4	1	2	7	-3	3	4	-2
CCCCC(O)(CCCC)C(=O)NN(C(=O)OC)c1ccc(C)cc1	-2	-4	1	3	-3	12	-2	4	-2
CC1CCN(c2ccccc2NC(=O)c2cc3ccccc3o2)CC1	-5	-4	-1	0	-11	-3	-4	1	5
CCC(C)(C)NC(=O)C(c1ccc(C)o1)N(Cc1cccs1)C(=O)Cn1nnc2ccccc21 (stereo unspecified)	2	-3	5	2	-2	4	-7	9	-4
O=C(O)/C=C/c1ccc(O)c(O)c1	-2	6	-3	3	0	5	4	9	3
COc1cc(C(=O)Nc2sc(C(=O)N3CCOCC3)c(C)c2C#N)cc(OC)c1OC	-5	9	4	4	-1	3	4	-6	4

Next part; it opens with the 4 that closed the last part.
SMILES	PREPL inhibitor	EBNA-1 inh	PAFAH2 FP inh	PAD4 inh	ZTA counter	GSTO1 inh	LYPLA2 counter	PAFAH1B3 FP inh	LYPLA1 counter
CC1CCN(c2ccccc2NC(=O)c2cc3ccccc3o2)CC1	-5	-4	-1	0	-11	-3	-4	1	5
CCC(C)(C)NC(=O)C(c1ccc(C)o1)N(Cc1cccs1)C(=O)Cn1nnc2ccccc21 (stereo unspecified)	2	-3	5	2	-2	4	-7	9	-4
O=C(O)/C=C/c1ccc(O)c(O)c1	-2	6	-3	3	0	5	4	9	3
COc1cc(C(=O)Nc2sc(C(=O)N3CCOCC3)c(C)c2C#N)cc(OC)c1OC	-5	9	4	4	-1	3	4	-6	4
O=CC(=O)c1ccccc1	5	x	5	-4	-3	x	-10	4	-1
CCCC1(C(=O)OC)NC(c2cccc(F)c2)C2C(=O)N(CC)C(=O)C21 (stereo unspecified)	-3	1	-9	-3	-12	-1	-1	11	2
COc1cccc(NC(=O)C(=O)NCC(c2ccco2)N2CCc3ccccc3C2)c1 (stereo unspecified)	-77	1	-7	-1	9	3	-12	1	-3
Cc1ccc(C)c(N2CCN(C(=O)Cn3ncc4c([nH]c5ccc(C)cc54)c3=O)CC2)c1	-1	3	-10	3	-1	9	1	0	-4
Cc1ccc(NC(=O)c2ccc3nsnc3c2)c(Cl)c1	-21	3	7	2	1	-7	1	7	-1
CCN(CC(=O)NCc1cccs1)S(=O)(=O)c1cccc(C(C)=O)c1	-14	-9	7	-1	-5	0	-6	5	-1
O=[N+]([O-])c1cc(-c2csc(NCCc3nc4cc(C(F)(F)F)ccc4n3CCCO)n2)ccc1Cl	13	7	-4	-1	1	-22	0	-1	-8
Cn1c(SCC(=O)c2ccccc2)nnc1C1CC1	18	5	-2	2	7	21	4	-2	0
COc1ccc(NC(=O)CSc2nnc(-c3ccccc3C)n2C)cc1	17	-8	-1	2	-24	-1	-6	0	3
COc1ccc(NC(=O)c2ccc3[nH]c(C)c(C)c3c2)c(OC)c1	2	6	-8	-1	-6	-1	-1	11	-3
COc1ccc(NC(=O)CSCC(=O)Nc2cccc(S(=O)(=O)N3CCCCCC3)c2)cc1	15	-2	5	-5	-25	-8	-2	5	-2
COC(=O)c1ccc(C(=O)NC2CCCc3c2cnn3-c2ccc(C)c(C)c2)cc1 (stereo unspecified)	-3	6	-1	-6	-5	1	-6	-6	-4
COC(=O)C1=C(C)N(c2cc(C)cc(C)c2)/C(=C/c2ccco2)C1=O	-5	-7	-11	1	-14	-3	6	3	-2
Cn1c(N)c(C(=O)COC(=O)c2ccc(Cl)nc2)c(=O)n(C)c1=O	-4	6	-1	0	9	6	0	2	-2
CN(CC(O)COc1ccc2ccccc2c1)C1CCCCC1 (stereo unspecified)	19	-11	-4	-2	-3	-3	6	4	-1
Cc1nc(NC(=O)/C=C/c2ccccc2)sc1C(=O)Nc1cccc(Cl)c1	10	0	-4	-2	-4	-5	-28	6	-26
CC(=O)NC(c1ccc([N+](=O)[O-])cc1)c1c(O)ccc2ccccc12 (stereo unspecified)	6	7	1	-1	8	5	-9	2	-3
CC(=O)c1ccc(S(=O)(=O)NCCC(=O)OCC(=O)N2CCCC2=O)cc1	0	6	3	0	6	-5	0	8	2
N=c1c2ccccc2nnn1-c1cccc(C(F)(F)F)c1	-4	0	-2	-3	-4	-8	-4	11	-5
O=C(COc1ccccc1F)N1CCc2ccccc2C1	-3	8	3	0	10	2	5	7	2
COc1ccc(Cl)cc1NC(=O)CN(C)CC(=O)NCc1cccs1	-1	x	-5	2	9	x	-4	6	0
CN(C)CCN(C(=O)/C=C/c1cccs1)c1nc2ccc(Br)cc2s1	16	6	0	-1	-10	4	9	0	4
Cc1cc(C)nc(N2CCCC(C(=O)Nc3nc4ccc(S(C)(=O)=O)cc4s3)C2)n1 (stereo unspecified)	-11	3	-14	1	-9	-2	5	10	0
Cc1cc(Br)ccc1NC(=O)CNC(=O)CSc1ncccn1	4	x	5	-3	-6	x	-9	8	1
COc1ccc(CCN=C(NS(=O)(=O)c2ccc(Cl)cc2)c2ccccc2)cc1	-3	-28	x	-10	-1	-6	-12	x	-2
CC(=O)NS(=O)(=O)c1ccc(NC(=O)c2ccc(-n3nc(C)cc3C)cc2)cc1	7	17	-2	-3	10	-1	1	10	-2
Cc1cc(C)nc(Nc2ccccc2Br)n1	1	10	5	-6	17	8	-2	5	2
Cc1ccc(N(C)S(=O)(=O)c2ccc3c(c2)CC(C)N3C(=O)C2CC2)cc1 (stereo unspecified)	-5	0	5	0	9	-13	-1	9	0
CC(=O)Nc1ccc(S(=O)(=O)Nc2ccc(F)c([N+](=O)[O-])c2)cc1	4	1	-1	-1	3	11	5	-1	2
O=C(c1ccc(Br)cc1)N1CCN(c2ncccn2)CC1	8	1	3	-1	-4	2	0	-2	1

The list is partial. The share of hits here may be higher or lower than overall.
